High-throughput results (PubChem BioAssay)
Rad51 HR inh – human RAD51 strand exchange inhibitors, primary screen, biochemical, fluorescence | hit rate 0.085% among 200,000 | hRad51 DNA strand exchange, fluorescence dequenching | inhibition, % at 10 µM;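 active means inhibition above 40% at the single screening dose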;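 further: 0% = DMSO control wells and 100% = blanks with heterologous ssDNA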
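Test system: preformed human Rad51 ssDNA filaments. Compound dosing: single dose, 10 µM final compound. Incubation: filaments 15 min 37 °C, then compound 30 min. Technique: FRET fluorescence dequenching, excitation 485 nm, emission 520 nm. Read-out basis: percent inhibition from fluorescence, normalised to plate control and blank means. Benchmarks: plate controls and plate blanks.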
Wee1 stabilizer – Wee1 degradation inhibitors, primary screen, cell-based, HeLa, Wee1K328M-luciferase, luminescence | hit rate 1.2% among 220,000 | Wee1-like protein kinase (Homo sapiens), P30291 | reporter increase, % at 5 µM | HeLa Luc-Wee1K328M stability; 100% = proteasome inhibitor MG132 effect;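 active means activation above the mean of all tested compounds plus 3 SD, set per screening run, cut at about 8.8% in these data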;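 further: cells exposed to compound for 20 h before luminescence read; 0% = DMSO alone and 100% = MG132 at 30 µM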
FXIIa inh 1536 – human FXIIa protease inhibitors, primary screen, biochemical, 1536-well; AID 800, 2007; inhibition, % at 5 µM; hit rate 0.3% among 220,000; Coagulation factor XII (Homo sapiens), P00748; purified FXIIa, Boc-QGR-AMC fluorogenic substrate, 2 h; in the data active means inhibition above about 40%;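 further: 0% = enzyme with no compound and 100% = blank without enzyme; many of its hits are not listed in these tables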
FXIa inh 1536 – human FXIa protease inhibitors, primary screen, biochemical, 1536-well; purified FXIa, Boc-Glu-Ala-Arg-AMC fluorogenic substrate; AID 798, 2007; hit rate 0.14% among 220,000; Coagulation factor XI (Homo sapiens), P03951; inhibition, % at 5 µM;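 active means inhibition of at least 40%; inactive means inhibition below 40%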;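 further: fluorescence of freed AMC excited at 355 nm; 0% = enzyme without compound and 100% = no enzyme blank; many of its hits are not listed in these tables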
eIF4E 4G PPI – eIF4E–eIF4G protein interaction inhibitors, primary screen, biochemical, uHTS, TR-FRET, eIF4GI fragment; TR-FRET eIF4E-eIF4GI(517-606) binding, 2 h; inhibition, % at 21.7 µM; hit rate 0.37% among 220,000; AID 782, 2007;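 active means inhibition above about 30%, limit read from the data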;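 further: 0% = full FRET control wells and 100% = background wells lacking eIF4GI fragment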
Target sequence (P63073 whole entry, looked up, the tested form may be a part): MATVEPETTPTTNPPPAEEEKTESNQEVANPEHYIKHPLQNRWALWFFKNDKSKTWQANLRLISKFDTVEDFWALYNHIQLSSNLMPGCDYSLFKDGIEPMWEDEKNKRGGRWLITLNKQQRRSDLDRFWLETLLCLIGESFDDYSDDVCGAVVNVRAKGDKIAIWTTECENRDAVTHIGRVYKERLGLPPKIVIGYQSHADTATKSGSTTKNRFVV
Target sequence (Q04637 whole entry, looked up, the tested form may be a part): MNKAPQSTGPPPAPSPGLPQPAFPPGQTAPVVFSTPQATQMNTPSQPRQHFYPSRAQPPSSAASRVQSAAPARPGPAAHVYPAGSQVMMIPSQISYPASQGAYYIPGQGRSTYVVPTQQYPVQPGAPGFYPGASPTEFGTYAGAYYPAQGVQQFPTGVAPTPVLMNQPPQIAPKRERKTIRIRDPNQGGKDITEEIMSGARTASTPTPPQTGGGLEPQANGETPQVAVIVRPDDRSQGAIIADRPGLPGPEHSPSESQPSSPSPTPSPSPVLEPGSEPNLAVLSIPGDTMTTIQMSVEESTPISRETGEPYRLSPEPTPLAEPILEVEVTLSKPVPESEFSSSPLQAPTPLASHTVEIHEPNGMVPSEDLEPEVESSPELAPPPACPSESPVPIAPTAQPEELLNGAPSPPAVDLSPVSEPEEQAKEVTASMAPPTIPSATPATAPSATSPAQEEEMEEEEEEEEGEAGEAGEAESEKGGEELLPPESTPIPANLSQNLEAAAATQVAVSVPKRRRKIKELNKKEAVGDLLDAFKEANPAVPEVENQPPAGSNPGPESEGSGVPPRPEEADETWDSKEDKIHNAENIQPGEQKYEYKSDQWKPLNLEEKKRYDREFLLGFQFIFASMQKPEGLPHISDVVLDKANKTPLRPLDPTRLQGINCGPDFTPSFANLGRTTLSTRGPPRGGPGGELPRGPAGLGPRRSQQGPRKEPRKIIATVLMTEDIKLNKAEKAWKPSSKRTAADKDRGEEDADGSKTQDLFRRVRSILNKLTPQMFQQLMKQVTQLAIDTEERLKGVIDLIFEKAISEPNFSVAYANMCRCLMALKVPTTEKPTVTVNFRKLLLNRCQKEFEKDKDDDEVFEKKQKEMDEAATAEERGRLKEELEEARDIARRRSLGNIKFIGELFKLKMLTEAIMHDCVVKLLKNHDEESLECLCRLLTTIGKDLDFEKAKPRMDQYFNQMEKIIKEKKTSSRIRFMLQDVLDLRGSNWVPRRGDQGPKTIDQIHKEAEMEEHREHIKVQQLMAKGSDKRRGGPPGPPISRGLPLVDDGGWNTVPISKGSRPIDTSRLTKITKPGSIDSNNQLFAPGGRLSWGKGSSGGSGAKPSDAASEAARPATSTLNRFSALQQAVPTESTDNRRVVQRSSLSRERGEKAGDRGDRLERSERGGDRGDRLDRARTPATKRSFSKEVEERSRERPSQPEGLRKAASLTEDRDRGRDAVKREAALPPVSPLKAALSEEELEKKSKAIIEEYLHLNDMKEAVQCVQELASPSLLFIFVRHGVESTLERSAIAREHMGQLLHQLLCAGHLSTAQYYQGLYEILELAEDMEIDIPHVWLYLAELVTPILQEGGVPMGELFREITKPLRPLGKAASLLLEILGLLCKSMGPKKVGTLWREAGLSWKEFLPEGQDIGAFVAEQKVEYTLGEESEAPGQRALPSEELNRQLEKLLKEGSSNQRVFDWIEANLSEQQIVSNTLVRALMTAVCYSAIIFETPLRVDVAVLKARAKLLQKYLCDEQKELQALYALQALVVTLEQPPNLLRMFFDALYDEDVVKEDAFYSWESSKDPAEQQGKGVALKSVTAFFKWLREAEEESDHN
14-3-3 Bad PPI – inhibitors of 14-3-3 zeta/Bad binding, primary screen, biochemical, TR-FRET, bovine 14-3-3 zeta | TR-FRET 14-3-3zeta/Dy647-pBad peptide displacement, 1 h | hit rate 0.71% among 220,000 | AID 781, 2007 | 14-3-3 protein zeta/delta (Bos taurus), P63103 | inhibition, % at 21.7 µM;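 active means inhibition above about 70%, limit read from the data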;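 further: 0% = full 14-3-3 plus peptide FRET controls and 100% = background without 14-3-3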
Mdm2 ligase inh – MDM2-luciferase reporter signal enhancers, primary screen, MDM2 E3 ligase inhibitor project, cell-based, luminescence, 1536-well; cell-based MDM2 ubiquitination luciferase reporter, 2 h; 0 = plate control, 100 = twice control, blank-subtracted; signal enhancement, % at 5 µM; hit rate 0.11% among 210,000; AID 1230, 2008;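 active means signal enhancement of 30% or more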;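 further: luminescence tracks abundance of the self-degrading MDM2-luciferase fusion protein; higher signal means inhibition of MDM2 E3 ligase activity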
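Timing – 2 h compound exposure at 37 °C · Assay system – mammalian cells stably expressing self-ubiquitinating, self-degrading MDM2 E3–luciferase fusion · Amount – 2000 cells seeded into each well · Measure – % luminescence enhancement versus blank-corrected plate control mean · Measured by – SteadyLite luminescence, 15 min reagent step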
KLK5 inh – human KLK5 protease inhibitors, primary screen, biochemical, 1536-well; Kallikrein-5 (Homo sapiens), Q9Y337; recombinant hK5, fluorogenic AMC substrate cleavage; inhibition, % at 5 µM; hit rate 0.59% among 210,000; AID 873, 2007;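 active means inhibition of 40% or more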;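 further: 0% = enzyme controls without compound and 100% = no-enzyme blanks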
p97 ATPase inh – inhibitors of human p97 ATPase, primary screen, biochemical. Transitional endoplasmic reticulum ATPase (Homo sapiens), P55072. recombinant p97 ATPase, Kinase-Glo ATP luminescence, 3 h. inhibition, % at 8 µM. hit rate 0.42% among 220,000. AID 1481, 2009; in the data active means inhibition above about 15%;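 further: 0% = DMSO vehicle and 100% = wells lacking enzyme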
* = called active by the depositor; · = no result given; [ ] = another dose, or the depositor's remark.

Structure	Rad51 HR inh	Wee1 stabilizer	FXIIa inh 1536	FXIa inh 1536	eIF4E 4G PPI	14-3-3 Bad PPI	Mdm2 ligase inh	KLK5 inh	p97 ATPase inh
COc1ccc(NC(=O)CSc2nc3c(c(=O)[nH]2)CCC3)cc1OC	-5	-1	10	-3	12	37	-14	4	7
COC(=O)CCC(=O)Nc1ccc(C)cc1OC(=O)CCC(=O)OC	-3	-3	-10	-3	-3	-2	-3	-21	1
O=C(COC(=O)c1cnc(Cl)c(Cl)c1)NCc1ccco1	0	-2	11	2	11	6	13	-3	2
CCCCc1cn([C@@H](CCCCNC(=O)OC(C)(C)C)C(=O)N2CCN(C(=O)OC(C)(C)C)CC2)nn1	2	5	9	1	0	13	·	3	-3
COc1ccc(NC(=O)CSc2nnc(-c3ccccn3)n2N)cc1	2	0	9	2	-4	12	-8	-5	-2
CCOc1cc(-c2cc(-c3ccccc3)nc(N)c2C#N)ccc1O	·	3	12	3	-8	-8	0	-19	4
CC(=O)Nc1ccc(N2C(=O)CC(Sc3nc4ccccc4s3)C2=O)cc1 (stereo not drawn)	-3	-3	3	-2	0	2	1	-1	4
COc1ccc(-n2cc(CNCc3cnc4ccccn34)c(-c3cccc(F)c3)n2)cc1	-7	2	12	4	-2	-23	-1	·	2
Cc1ccc(NC(=O)/C(=C\c2cccnc2)NC(=O)c2ccco2)cc1	-12	0	29	-7	0	-13	1	-3	2
CCOC(=O)c1cn(Cc2ccc(Br)cc2)nn1	-3	-2	1	-5	-6	13[fluorescence artefact?]	-7	9	-5

In the list so far, these have an aryl methoxy group:
Structure	Rad51 HR inh	Wee1 stabilizer	FXIIa inh 1536	FXIa inh 1536	eIF4E 4G PPI	14-3-3 Bad PPI	Mdm2 ligase inh	KLK5 inh	p97 ATPase inh
COc1ccc(NC(=O)CSc2nc3c(c(=O)[nH]2)CCC3)cc1OC	-5	-1	10	-3	12	37	-14	4	7
COc1ccc(NC(=O)CSc2nnc(-c3ccccn3)n2N)cc1	2	0	9	2	-4	12	-8	-5	-2
COc1ccc(-n2cc(CNCc3cnc4ccccn34)c(-c3cccc(F)c3)n2)cc1	-7	2	12	4	-2	-23	-1	·	2

Additional structures
Structure	Rad51 HR inh	Wee1 stabilizer	FXIIa inh 1536	FXIa inh 1536	eIF4E 4G PPI	14-3-3 Bad PPI	Mdm2 ligase inh	KLK5 inh	p97 ATPase inh
Cc1cc(C)n2nc(SCc3nnc(SCc4ccccc4C)s3)nc2n1	-2	1	23	4	-8	2	-4	-13	-1
Clc1ccc(CSc2ncn(-c3ccccc3)n2)cc1	5	-1	14	10	-3	-3[fluorescence artefact?]	-6	2	-5
CCc1ccc(-c2nc(CN3CCCC(C(=O)NCCc4ccc(OC)c(OC)c4)C3)c(C)o2)cc1 (stereo not drawn)	0	-2	9	-2	9	1	-25	28	-10
CCC(C)(C(=O)NC1CCCC1)N(C)C(=O)Cc1c[nH]c2ccccc12 (stereo not drawn)	3	0	4	-9	-3	-3	-2	3	0
COC(=O)CCCCC1SCC(NC(=O)OC)C1NC(=O)OC (stereo not drawn)	-1	-2	14	4	2	1	-30	-10	-8
COc1ccccc1CNC(=O)C1CCN(S(C)(=O)=O)CC1	3	0	3	-7	5	74*	-15	-33	2
NC(N)=NNC(=O)c1ccccc1Cl	17	5	12	7	1	-3	-19	-11	4
O=C(NCc1ccncc1)NC1CCCCC1	-6	-2	10	-3	2	12	-5	2	0
NS(=O)(=O)c1ccc(NC(=S)NCc2cccs2)cc1	12	2	4	0	-2	-7	-6	4	6
Cc1cccc(NC(=O)C2CCCN(C(=O)Nc3ccccc3)C2)c1C (stereo not drawn)	8	0	4	-5	1	0	-8	-13	-2

Entries listed so far marked active in 14-3-3 Bad PPI.
SMILES	Wee1 stabilizer	FXIIa inh 1536	FXIa inh 1536	eIF4E 4G PPI	14-3-3 Bad PPI	KLK5 inh	p97 ATPase inh
COc1ccccc1CNC(=O)C1CCN(S(C)(=O)=O)CC1	0	3	-7	5	74*	-33	2

The listing continues.
Structure	Rad51 HR inh	Wee1 stabilizer	FXIIa inh 1536	FXIa inh 1536	eIF4E 4G PPI	14-3-3 Bad PPI	Mdm2 ligase inh	KLK5 inh	p97 ATPase inh
COc1cccc(C(=O)N(Cc2ccco2)Cc2cc3cccc(C)c3[nH]c2=O)c1	13	0	11	-4	-6	6	-4	2	1
CN(C)c1nc(OCC(=O)NC(C)(C)C)nc(N(C)C)n1	-2	-2	13	1	-10	-3	-10	-5	1
Cc1cc(C)nc(Sc2nc(C)nc3c2oc2ccccc23)n1	7	-1	2	-10	20[fluorescence artefact?]	16	-13	4	0
O=C(CSc1nnnn1-c1ccc(F)cc1)NCc1cccs1	-3	0	9	-2	1	-4	2	6	3
Cc1ccc2oc(=O)n(CC(=O)OCCC(C)C)c2c1	-2	2	12	2	-2	3	10	1	-5
CCCCNC(=O)C1c2cc(OC)c(OC)cc2C(=O)N(C)C1c1ccc(OC)cc1 (stereo not drawn)	-6	0	-19	-7	4[fluorescence artefact?]	-2	-3	-15	-3
CC(NC(=O)C1CCCN(C(=O)N(C)C)C1)c1ccccc1 (stereo not drawn)	-3	-1	13	3	1	5	6	4	3
O=C(COc1ccc2ccccc2c1Br)NCc1ccccn1	10	-2	-3	-23	-3	-18	-7	-24	-2
O=C(Cn1cc(/C=N/NC(=O)c2ccccc2Br)c2ccccc21)Nc1ccc(F)cc1	2	2	1	-4	5	-17	-4	-19	4
CCOc1ccc(NC(=O)CNc2ccc(C)cc2Cl)cc1	-5	3	-13	-7	1	4	-16	-8	-2

Sorted by SMILES length (smallest number first): some entries from above.
Structure	Rad51 HR inh	Wee1 stabilizer	FXIIa inh 1536	FXIa inh 1536	eIF4E 4G PPI	14-3-3 Bad PPI	Mdm2 ligase inh	KLK5 inh	p97 ATPase inh
CCOc1ccc(NC(=O)CNc2ccc(C)cc2Cl)cc1	-5	3	-13	-7	1	4	-16	-8	-2
COc1cccc(C(=O)N(Cc2ccco2)Cc2cc3cccc(C)c3[nH]c2=O)c1	13	0	11	-4	-6	6	-4	2	1
O=C(Cn1cc(/C=N/NC(=O)c2ccccc2Br)c2ccccc21)Nc1ccc(F)cc1	2	2	1	-4	5	-17	-4	-19	4

Further records follow:
Structure	Rad51 HR inh	Wee1 stabilizer	FXIIa inh 1536	FXIa inh 1536	eIF4E 4G PPI	14-3-3 Bad PPI	Mdm2 ligase inh	KLK5 inh	p97 ATPase inh
O=C(N/N=C1\NC(=O)C(CO)(CO)S1)c1ccccc1	24	-2	0	-8	-1	-3	-13	-2	8
C(=N\n1c2ccccc2c2ccccc21)/c1ccccc1	3	-2	5	0	4	-2	-18	-9	1
Oc1ccc(-c2cn3c(n2)SCC3)cc1O	20	0	18	-1	25	-7	-11	-21	13
CC(C)CNc1nc2c(c(=O)n(C)c(=O)n2C)n1Cc1cccc(Br)c1	-6	-1	12	-2	8	-16	-66	3	-6
C/C(Cl)=C\Cn1c(NCCCn2ccnc2)nc2c1c(=O)n(C)c(=O)n2C	1	-2	21	-7	5	-34	0	-11	-4
COc1ccc(-c2cc(C(=O)NCc3cccs3)no2)cc1	0	1	11	0	-1	3	-19	2	3
CCOc1ccc(C=O)cc1CN1CCCCC1	10	-3	14	4	-9	-9	-14	-10	2
O=c1c(Br)c(N2CCOCC2)cnn1-c1ccccc1	2	0	5	-8	-5	-1	-7	-21	1
CN(CC(=O)NCCc1ccccc1)S(=O)(=O)c1cccs1	-1	-2	8	-9	-6	26	-9	10	0
CCOC(=S)SCC(=O)N1CCc2cc(OC)c(OC)cc2C1C1C(=O)CC(C)(C)CC1=O (stereo not drawn)	8	-3	8	1	-1	-11[fluorescence artefact?]	-6	-21	-8

Reformatted as labelled records: 2 of the compounds above
O=C(N/N=C1\NC(=O)C(CO)(CO)S1)c1ccccc1
  Rad51 HR inh = 24	Wee1 stabilizer = -2	FXIIa inh 1536 = 0	FXIa inh 1536 = -8	eIF4E 4G PPI = -1	14-3-3 Bad PPI = -3	Mdm2 ligase inh = -13	KLK5 inh = -2	p97 ATPase inh = 8
CCCCc1cn([C@@H](CCCCNC(=O)OC(C)(C)C)C(=O)N2CCN(C(=O)OC(C)(C)C)CC2)nn1
  Rad51 HR inh = 2	Wee1 stabilizer = 5	FXIIa inh 1536 = 9	FXIa inh 1536 = 1	eIF4E 4G PPI = 0	14-3-3 Bad PPI = 13	Mdm2 ligase inh = ·	KLK5 inh = 3	p97 ATPase inh = -3

Additional records:
Structure	Rad51 HR inh	Wee1 stabilizer	FXIIa inh 1536	FXIa inh 1536	eIF4E 4G PPI	14-3-3 Bad PPI	Mdm2 ligase inh	KLK5 inh	p97 ATPase inh
CCN1C=C(C(=O)OC)C(c2cccc(OC)c2OC)C(C(=O)OC)=C1	·	-1	0	-7	-1	-4	0	2	1
CN(C)CCN1C(=O)C(O)=C(C(=O)c2cc3ccccc3o2)C1c1ccc(N(C)C)cc1 (stereo not drawn)	-5	-2	8	-6	-2	-2	-5	6	1
CC(=O)C1=C(O)C(=O)N(C2CCCCC2)C1c1ccccc1 (stereo not drawn)	-5	-4	16	9	-3	-11[fluorescence artefact?]	0	0	0
O=C1CN(Cc2cc(=O)oc3cc4c(cc23)CCC4)CCN1	-3	-3	15	11	-1	-7	-3	3	5
Cc1ccccc1NC(=S)N(CCN(C)C)C(C)c1ccco1 (stereo not drawn)	7	6	13	2	-1	-8	-8	-26	-1
CCOC(=O)c1c(-c2ccccc2)csc1NC(=O)COc1ccc2c(C)cc(=O)oc2c1	17	2	2	8	7	-2	-16	-2	0
CC1CCCCC1NC(=O)C1CCN(S(=O)(=O)N2CCC3(CC2)OCCO3)CC1 (stereo not drawn)	-7	-3	-13	-11	-2	-7	-8	-4	0
N/C(=N/OS(=O)(=O)c1ccc([N+](=O)[O-])cc1)c1ccncc1	-14	0	2	-5	5	5	-5	-16	2
CCN(CC)c1ccc(C(=O)OCc2cc(=O)oc3cc(O)ccc23)cc1	0	5	-2	-9	0	-21[fluorescence artefact?]	-36	-27	-1
COc1cc(C=C2C(=O)c3ccccc3C2=O)ccc1O	4	6	3	-1	-1	3	-4	-3	-25
CCc1nnc(NC(=O)CSc2nnc(Cc3cccn3C)n2CCOC)s1	-1	0	-2	-12	3	-18	-18	2	-2
COC(=O)C1=C(Nc2cc(Cl)cc(Cl)c2)CSC1	-3	5	8	0	-7	0	-21	1	-2
O=C(CCN1C(=O)/C(=C/C=C/c2ccccc2)SC1=S)Nc1nc2ccccc2s1	5	-2	3	13	-1	-9	7	-8	-2
Cc1ccc(S(=O)(=O)N2CC=C(C(=O)NCc3ccc(F)cc3)CC2)cc1	·	0	7	1	1[fluorescence artefact?]	10[fluorescence artefact?]	·	-8	0

Outcome played no part in choosing rows; any-hit rate near 3.5%.
